Compound activity deposited in PubChem by several laboratories.
HUVEC tox IL1B = cytotoxicity in IL-1B stimulated HUVEC, primary screen, cytotoxicity control for IL-1B NFkB translocation project, imaging, Hoechst nuclear count, IL-1B stimulus; cell count reduction, % at 2 µM; HUVEC cell count loss; 94,000 compounds, 0.41% hits; AID 845, 2007;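 active = cell count reduction more than 3 SD above the screen-wide mean, cut at about 70% in these data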;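 also: normalized per plate to untreated control cells as the no-loss baseline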
VCAM1 TNFa inh = inhibitors of TNFa-induced VCAM1 expression, primary screen, imaging, HUVEC, TNFa stimulus, immunofluorescence; HUVEC TNFa-induced VCAM-1 immunofluorescence, high-content imaging; inhibition, % at 2 µM; 95,000 compounds, 0.48% hits; AID 802, 2007;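 active = inhibition above the batch mean plus 3 SD, with images confirmed as a hit by eye, cut at about 37% in these data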;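 also: 0% = TNF-stimulated DMSO wells and 100% = unstimulated control wells; not every result past the cut was called active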
Candida biofilm = clotrimazole potentiators killing Candida biofilms, primary screen, with clotrimazole, Alamar Blue | C. albicans biofilm + clotrimazole | inhibition, % at 6 µM | 85,000 compounds, 0.14% hits | AID 834, 2007;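 active = inhibition above 20%; inactive = inhibition below 20%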;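 also: preformed 24 hr biofilms exposed to compound for 48 hr; 0% = biofilm without compound and 100% = blank killed by clotrimazole plus chlorhexidine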
DAT uptake mod = changed hDAT dopamine uptake under cocaine IC80, either direction, primary screen, cocaine antagonist project, cell-based, LLC-PK1 hDAT, [14C]-dopamine uptake, MLSMR; Sodium-dependent dopamine transporter (Homo sapiens), Q01959; LLC-PK1 hDAT cells, [14C]-dopamine uptake with cocaine IC80; actives deviate in either direction; B-score at 10 µM; 110,000 compounds, 1.3% hits; AID 449768, 2010;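 active = Z score or B-score, a plate-position-corrected score, falls beyond the plate's 99.7% confidence bounds, in either direction; inactive = both scores lie inside the 99.7% bounds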;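 also: scored against the spread of the other compound wells on the same plate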
Target sequence (Q01959 whole entry, looked up): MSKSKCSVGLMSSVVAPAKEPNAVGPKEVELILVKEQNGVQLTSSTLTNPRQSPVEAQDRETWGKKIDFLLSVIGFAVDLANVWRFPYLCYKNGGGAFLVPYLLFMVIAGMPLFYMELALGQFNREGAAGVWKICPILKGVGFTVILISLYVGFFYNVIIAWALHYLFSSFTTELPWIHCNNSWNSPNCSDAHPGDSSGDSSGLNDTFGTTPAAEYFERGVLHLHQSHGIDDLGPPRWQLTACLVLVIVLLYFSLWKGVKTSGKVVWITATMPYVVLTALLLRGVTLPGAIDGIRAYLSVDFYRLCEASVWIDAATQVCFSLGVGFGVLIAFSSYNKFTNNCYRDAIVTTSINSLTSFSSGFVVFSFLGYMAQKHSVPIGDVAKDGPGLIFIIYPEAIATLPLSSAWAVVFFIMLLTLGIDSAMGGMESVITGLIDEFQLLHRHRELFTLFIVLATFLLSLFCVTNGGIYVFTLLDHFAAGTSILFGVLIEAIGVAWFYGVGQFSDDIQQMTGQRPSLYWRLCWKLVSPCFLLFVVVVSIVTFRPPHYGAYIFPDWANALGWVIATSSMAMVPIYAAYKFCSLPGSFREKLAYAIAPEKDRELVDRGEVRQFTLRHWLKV
HUVEC tox TNFa = cytotoxicity in TNFa-stimulated HUVEC, primary screen, cytotoxicity control for VCAM1 expression modulator project, imaging, Hoechst nuclei count; HUVEC TNFalpha-stimulated, Hoechst cell count; cell count reduction, % at 2 µM; 93,000 compounds, 0.17% hits; AID 848, 2007;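 active = cell count reduction exceeding the screen mean by over 5 SD, scaled to untreated wells per plate, cut at about 78% in these data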;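 also: cells counted after 24 h of TNF alpha exposure following the 1 h pretreatment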
The depositor's hits bear a star; x = no result given. An excerpt; rates above refer to the full screens.

SMILES	HUVEC tox IL1B	VCAM1 TNFa inh	Candida biofilm	DAT uptake mod	HUVEC tox TNFa
NCC1(CC(=O)O)CCCCC1	x	x	3	x	x
Cc1ccc(Cn2c(C)c3cnn(CC(=O)N4CCC5(CC4)OCCO5)c(=O)c3c2C)cc1	x	x	5	x	x
CN1CCN(C(=O)OC2c3nccnc3C(=O)N2c2ccc(Cl)cn2)CC1 (stereo not drawn)	x	x	4	x	x
Cc1nnc2n1-c1ccc(Cl)cc1C(c1ccccc1)=NC2	x	x	4	x	x
COc1ccc(OC)c(C(O)C(C)N)c1 (stereo not drawn)	x	x	12	x	x
c1ccc2cc3cc4ccccc4cc3cc2c1	x	x	14	x	x
CCn1c(O)c(C(=O)CC2NCCc3ccccc32)c(=O)n(CC)c1=S (stereo not drawn)	-40	x	9	x	x
CN1CCCC1C(O)(c1ccccc1)c1ccccc1 (stereo not drawn)	14	-7	x	x	4
COC12C(COC(N)=O)C3=C(C(=O)C(C)=C(N)C3=O)N1CC1C2N1C (stereo not drawn)	x	x	x	-0.32	x
CN1C(=O)c2ccccc2NC(=O)[C@]12O[C@@H]2c1ccccc1	x	x	x	-0.48	x
CCCN1CCC[C@@H]2Cc3[nH]ncc3C[C@H]21	x	x	x	0.049	x
CC(C)C[C@H]1C(=O)N2CCCC2[C@]2(O)O[C@](NC(=O)[C@@H]3C=C4c5cccc6[nH]cc(c56)CC4N(C)C3)(C(C)C)C(=O)N12 (stereo partly drawn)	x	x	x	0.015	x
CN1CC[C@@H](c2ccc(F)cc2)[C@H](COc2ccc3c(c2)OCO3)C1	x	x	x	-0.6	x
COC(=O)CSC1=NN1c1cc(C)nc(N)n1	x	x	x	-0.15	x
COc1ccc(C2(c3cccc(O)c3OC)CCN(C(C)=O)CC2)cc1O	x	x	x	-0.39	x
COC(=O)C1=C(c2cc3ccccc3o2)C[C@@H]2CC[C@H]1N2C(=O)N1CCC(O)CC1	x	x	x	1.6	x
COC(=O)C1=C(c2cc3ccccc3o2)C[C@@H]2CC[C@H]1N2C(=O)NCCNC(C)=O	x	x	x	0.23	x
O=c1[nH]c2ccccc2o1	x	x	x	0.54	x
COC(=O)C1=C(c2cc3ccccc3s2)C[C@@H]2CC[C@H]1N2C(=O)N1CCC(C)CC1	x	x	x	0.3	x
N[C@@H]1CCCC[C@H]1N.O=C(O)C(=O)O.[Pt]	x	x	x	0.084	x
COC(=O)C1=C(c2cc3ccccc3s2)C[C@@H]2CC[C@H]1N2C(=O)NCCS(C)=O (stereo partly drawn)	x	x	x	-1.1	x
C=C1C(=O)O[C@@H]2C[C@@H](C)[C@@H]3C=CC(=O)[C@@]3(C)[C@@H](O)[C@H]12	x	x	x	-1.8	x
CS(=O)(=O)Nc1ccc(Cc2noc(-c3ccc4[nH]cc(CCN)c4c3)n2)cc1	x	x	x	1.5	x
CCNC(=O)[C@H]1O[C@@H](n2cnc3c(N)ncnc32)[C@H](O)[C@@H]1O	x	x	x	0.033	x
CN(C)[C@@H]1C(=O)C(C(N)=O)=C(O)[C@@]2(O)C(=O)C3=C(O)c4c(O)cccc4[C@@](C)(O)[C@H]3[C@H](O)[C@@H]12	x	x	x	-0.38	x
CC(=O)O[C@@H]1[C@H]2CC[C@@H]3[C@]1(C[C@@H](OC(C)=O)[C@@]1(O)C([C@@H]4O[C@@H]4C1(C)C)[C@]3(C)O)C[C@@]2(C)O (stereo partly drawn)	x	x	x	-0.9	x
COc1ccn(C)c(=O)c1C#N	x	x	x	0.91	x
COC(=O)C1=C(c2cc3ccccc3o2)C[C@@H]2CC[C@H]1N2C(=O)NCc1ccc(F)cc1	x	x	x	-0.038	x
COC(=O)C1=C(c2cc3ccccc3s2)C[C@@H]2CC[C@H]1N2C(=O)N1CCC(O)CC1	x	x	x	0.77	x
C[C@@H]1C(=O)O[C@@H]2[C@H](O)C34[C@@H]5OC(=O)C3(O[C@H]3OC(=O)[C@H](O)C34[C@H](C(C)(C)C)[C@H]5O)[C@@]12O (stereo partly drawn)	x	x	x	-0.72	x
C=C1[C@@H](OC(C)=O)[C@]23C[C@@H]1[C@@H](OC(C)=O)CC2[C@]12C4C[C@H]3[C@H]1N(CC)C[C@]4(C)CC[C@@H]2O (stereo partly drawn)	x	x	x	-0.25	x
CN(CC#CCN1CCCC1)C(=O)c1cccc(Cl)c1	x	x	x	0.18	x
CN1CC[C@@]2(C)c3cc(O)ccc3N(C)C2O1 (stereo partly drawn)	x	x	x	-0.12	x
Oc1ccc2c3c1OC1C(O)CC[C@@]4(O)[C@@H](C2)N(CC2CCC2)CC[C@]314 (stereo partly drawn)	x	x	x	1.1	x
C=C(CC1CC(O)[C@]2(C)OC3CC4OC5C[C@]6(C)O[C@]7(C)CCC8OC9C[C@]%10(C)OC%11C(C)=CC(=O)OC%11CC%10OC9C[C@@H](C)C8OC7CC6O[C@]5(C)C/C=C\C4OC3CC2O1)C(=O)O (stereo partly drawn)	x	x	x	0.036	x
Cc1ccc(N=Cc2c(O)n(-c3ccc(C)cc3)c(=O)[nH]c2=O)cc1	x	x	x	-0.23	x
COc1cc2c(cc1OC)C13CCN4CC5=CCOC6CC(=O)N2C1C6C5CC43 (stereo not drawn) (tested in a mixture with another compound)	x	x	x	-0.34	x
CN1C(=O)C2C[C@@]3(Br)c4ccccc4N(OOSc4ccccc4)[C@H]3N2C(=O)[C@@H]1Cc1ccccc1 (stereo partly drawn)	x	x	x	-1.3	x
C[C@@H](N)Cc1cnc[nH]1	x	x	x	0.6	x
C[C@@H]1O[C@@H](O[C@H]2C[C@@H](O)[C@]3(CO)[C@H]4[C@H](O)C[C@]5(C)[C@@H](C6=CC(=O)OC6)CC[C@]5(O)[C@@H]4CC[C@]3(O)C2)[C@H](O)[C@H](O)[C@H]1O	x	x	x	-6.6*	x
c1ccc([C@@H]2CO2)cc1	x	x	x	-0.53	x
C[N+](C)(C)c1ccccc1	x	x	x	0.77	x
C=CC12CN(C)[C@@H]3C4CO[C@H](C[C@H]41)[C@]1(C(=O)Nc4ccccc41)[C@@H]32 (stereo partly drawn)	x	x	x	-0.46	x
COC(=O)C1=C(c2ccc(S(C)(=O)=O)cc2)C[C@@H]2CC[C@H]1N2C(=O)NCC1CC1	x	x	x	-0.091	x
COC(=O)C1=C(c2cc3ccccc3o2)C[C@@H]2CC[C@H]1N2C(=O)N1CCCC1	x	x	x	2	x
O=C1Nc2ccc(Br)cc2C(c2ccccc2Cl)=NC1O (stereo not drawn)	x	x	x	0.023	x
COc1ccc2[nH]cc(C(=O)CN(C)C)c2c1	x	x	x	-1.1	x
O=[N+]([O-])c1ccc2nc(N3CCNCC3)ccc2c1	x	x	x	-0.42	x
C=C(COC(C)=O)CC1CC(O)[C@]2(C)OC3CC4OC5C[C@]6(C)O[C@]7(C)CCC8OC9C[C@]%10(C)OC%11C(C)=CC(=O)OC%11CC%10OC9C[C@@H](C)C8OC7CC6O[C@]5(C)C/C=C\C4OC3CC2O1 (stereo partly drawn)	x	x	x	-0.28	x
CC(C)=CCc1c(O)cc2c(c1O)C(=O)CC(c1ccc(O)cc1)O2 (stereo not drawn)	x	x	x	0.84	x
C=C1C(=O)O[C@H]2[C@H]1[C@H](OC(=O)CC(=O)O[C@@H]1C[C@@H](C)[C@@H]3C=CC(=O)[C@@]3(C)[C@H]3OC(=O)C(=C)[C@H]13)C[C@@H](C)[C@H]1C=CC(=O)[C@]12C	x	x	x	0.076	x
COC(=O)C1=C(c2cc3ccccc3s2)C[C@@H]2CC[C@H]1N2C(=O)NCCNC(C)=O	x	x	x	-1.9	x
CN[C@H]1C[C@H]2O[C@@](C)([C@H]1OC)n1c3ccccc3c3c4c(c5c6ccccc6n2c5c31)C(=O)NC4	x	x	x	-1.5	x
COC(=O)C1=C(c2ccc(S(C)(=O)=O)cc2)C[C@@H]2CC[C@H]1N2C(=O)NCCS(C)=O (stereo partly drawn)	x	x	x	0.35	x
CCCN1CCc2cc(O)cc3c2[C@H]1Cc1ccc(O)c(O)c1-3	x	x	x	0.22	x
CCN1C[C@@]2(COC)C3[C@@H](OC)[C@H]4[C@@H]1[C@@]3(C1C[C@H]3[C@H](OC(C)=O)C1[C@]4(OC(C)=O)C[C@H]3OC)[C@@H](OC)C[C@H]2OC(C)=O (stereo partly drawn)	x	x	x	-0.1	x
COc1c(O)ccc2c1-c1c3c(cc4c1C(C2)N(C)CC4)OCO3 (stereo not drawn)	x	x	x	0.067	x
O=[N+]([O-])c1ccc(O)c([N+](=O)[O-])c1	x	x	x	-1.5	x
C[C@@H]1C[C@H]2OC(=O)C3(CO3)[C@H]2[C@H](O)[C@]2(C)C(=O)C3OC3[C@@H]12 (stereo partly drawn)	x	x	x	-0.076	x
CCN1C[C@]2(CO)CC[C@H](OC)[C@@]34C5C[C@H]6[C@H](OC)C5[C@](O)(C[C@H]6OC)[C@@](O)(C(OC)C23)[C@@H]14 (stereo partly drawn)	x	x	x	1.4	x
Further records follow.
SMILES	HUVEC tox IL1B	VCAM1 TNFa inh	Candida biofilm	DAT uptake mod	HUVEC tox TNFa
CCC(=O)c1ccc(OC)c(OC)c1	x	x	x	-0.65	x
CCN1C[C@]2(COC)CC[C@H](O)[C@@]34C5C[C@@H]6[C@@H](OC)C[C@@](O)(C5[C@H]6O)[C@](O)([C@@H](OC)C23)[C@@H]14 (stereo partly drawn)	x	x	x	0.073	x
C=C1C(=O)O[C@@H]2C[C@@H](C)[C@@H]3C4OC4C(=O)[C@@]3(C)[C@@H](O)[C@H]12 (stereo partly drawn)	x	x	x	-1.5	x
C[C@H](N)CN1CCc2ccc(Br)cc21	x	x	x	0.058	x
COc1cc2c(cc1O)C[C@H]1NCCc3cc4c(c-2c31)OCO4	x	x	x	0.42	x
COC(=O)C1=C(c2ccc(S(C)(=O)=O)cc2)C[C@@H]2CC[C@H]1N2C(=O)N1CCC(O)CC1	x	x	x	-0.36	x
CCCC(C)(COC(N)=O)COC(=O)NC(C)C (stereo not drawn)	x	x	15	-0.029	x
COc1ccc(OC)c([C@@H](O)[C@H](C)NC(C)(C)C)c1	x	x	10	-0.91	x
C[N+]1(C)[C@@H]2CC(OC(=O)[C@H](CO)c3ccccc3)C[C@H]1[C@@H]1O[C@@H]12 (stereo partly drawn)	x	x	13	0.047	x
CC(C)C[C@H](NC(=O)[C@@H]1CCCN1C(=O)[C@@H](N)Cc1ccc(O)cc1)C(=O)NCC(N)=O	x	x	12	-0.018	x
O=C(CCCN1CCC2(CC1)C(=O)NCN2c1ccccc1)c1ccc(F)cc1	x	x	7	0.55	x
COC1=CC(=O)OC(/C=C/c2ccccc2)C1 (stereo not drawn)	x	x	4	0.87	x
NP(=O)(OCC(F)(F)F)Oc1ccccc1 (stereo not drawn)	-8	x	x	-0.099	x
COC(=O)C1=Nc2ccccc2/C1=C\c1c(O)n(-c2ccc(OC)cc2)c(=O)[nH]c1=O	3	x	x	0.95	x
CCOC(=O)C(O)(c1ccc(N(C)C(=O)COc2ccccc2)cc1)C(F)(F)F (stereo not drawn)	-7	x	x	-0.3	x
COC(=O)C1CN(C#N)N(c2ccc(Cl)cc2)C12c1ccccc1-c1ccccc12 (stereo not drawn)	21	x	5	-0.66	x

7 entries from above, in CSV form.
SMILES,HUVEC tox IL1B,VCAM1 TNFa inh,Candida biofilm,DAT uptake mod,HUVEC tox TNFa
C=C1C(=O)O[C@@H]2C[C@@H](C)[C@@H]3C4OC4C(=O)[C@@]3(C)[C@@H](O)[C@H]12 (stereo partly drawn),x,x,x,-1.5,x
C[C@H](N)CN1CCc2ccc(Br)cc21,x,x,x,0.058,x
COc1cc2c(cc1O)C[C@H]1NCCc3cc4c(c-2c31)OCO4,x,x,x,0.42,x
COC(=O)C1=C(c2ccc(S(C)(=O)=O)cc2)C[C@@H]2CC[C@H]1N2C(=O)N1CCC(O)CC1,x,x,x,-0.36,x
CCCC(C)(COC(N)=O)COC(=O)NC(C)C (stereo not drawn),x,x,15,-0.029,x
COc1ccc(OC)c([C@@H](O)[C@H](C)NC(C)(C)C)c1,x,x,10,-0.91,x
C[N+]1(C)[C@@H]2CC(OC(=O)[C@H](CO)c3ccccc3)C[C@H]1[C@@H]1O[C@@H]12 (stereo partly drawn),x,x,13,0.047,x
